# Bioassay records: PubChem BioAssay, several laboratories
# M4 PAM = human M4 muscarinic receptor positive allosteric modulators, primary screen, CHO-K1 cells, Fluo-8 calcium fluorescence | CHO-K1 hM4/Gqi5, ACh EC20; 0% = ACh EC20, 100% = maximal ACh | actives 0.4% (n = 360,000) | activation, % at 3 µM;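 active means activation above its plate's cutoff, the mean activation of sample wells plus 3 SD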; further: some results filed as inactive read as strong as hits
# Target sequence (P08173 whole entry, looked up): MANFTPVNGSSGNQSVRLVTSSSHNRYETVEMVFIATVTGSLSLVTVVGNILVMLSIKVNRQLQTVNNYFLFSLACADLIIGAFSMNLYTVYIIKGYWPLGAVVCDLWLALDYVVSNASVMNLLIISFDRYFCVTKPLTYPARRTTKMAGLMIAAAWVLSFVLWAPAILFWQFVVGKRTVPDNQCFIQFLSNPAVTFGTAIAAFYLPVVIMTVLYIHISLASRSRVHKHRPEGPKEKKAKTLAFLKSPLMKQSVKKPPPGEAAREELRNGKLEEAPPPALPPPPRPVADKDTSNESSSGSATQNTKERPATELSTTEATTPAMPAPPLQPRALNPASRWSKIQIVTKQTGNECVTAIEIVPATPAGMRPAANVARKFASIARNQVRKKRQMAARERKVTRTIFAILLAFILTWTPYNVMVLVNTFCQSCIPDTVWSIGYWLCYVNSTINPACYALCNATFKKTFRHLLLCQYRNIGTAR
# CHRM5 antagonist = human M5 muscarinic receptor antagonists, primary screen, CHO cells, Fluo-8 calcium fluorescence; Muscarinic acetylcholine receptor M5 (Homo sapiens), P08912; CHO-hM5 cells, ACh EC80; inhibition, % at 3 µM; actives 0.59% (n = 360,000); AID 624040, 2012;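 active means inhibition above a per-plate cutoff, the mean of that plate's test compounds plus 3 SD, cut at about 27% in these data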;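 further: 0% = acetylcholine EC80 with DMSO and 100% = DMSO without agonist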
# TAAR1 agonist = human TAAR1 agonists, primary screen, Fluo-8 calcium fluorescence, CHO RD-HGA16 cells. activation, % at 3 µM. Trace amine-associated receptor 1 (Homo sapiens), Q96RJ0. AID 624467, 2012. actives 0.99% (n = 360,000). vehicle wells 0%, saturating PEA agonist 100%;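 active means activation above the mean activation of all test compounds in the run plus 3 SD, cut at about 38% in these data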
# Target sequence (Q96RJ0 whole entry, looked up): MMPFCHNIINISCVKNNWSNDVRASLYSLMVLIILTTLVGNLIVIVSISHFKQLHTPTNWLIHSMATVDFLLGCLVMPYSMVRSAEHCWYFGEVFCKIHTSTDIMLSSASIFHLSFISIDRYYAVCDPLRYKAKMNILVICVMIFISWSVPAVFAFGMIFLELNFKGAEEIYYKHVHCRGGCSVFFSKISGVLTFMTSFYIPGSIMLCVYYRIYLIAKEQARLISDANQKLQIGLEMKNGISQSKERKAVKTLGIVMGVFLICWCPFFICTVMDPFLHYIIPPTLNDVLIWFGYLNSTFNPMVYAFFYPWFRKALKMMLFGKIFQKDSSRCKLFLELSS
#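 Benchmarks: low control DMSO, high control PEA (EC100); System: CHO RD-HGA16 cells carrying human TAAR1 plus Gα16; Detection: Fluo-8 fluorescence, 5 s baseline then 140 s kinetic read; Schedule: 17-24 h plating, Fluo-8 75 min 37 °C, 30 min RT; Read-out basis: % activation from peak over basal fluorescence ratio, DMSO-to-PEA scaled.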
# CHRM5 agonist = human M5 muscarinic receptor agonists, primary screen, CHO-K1 cells, Fluo-8 calcium fluorescence. activation, % at 3 µM. Muscarinic acetylcholine receptor M5 (Homo sapiens), P08912. CHO-K1 hM5 cells; 0% DMSO wells, 100% maximal acetylcholine response. actives 0.19% (n = 360,000);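 active means activation above the run's mean over test compounds plus 3 SD, cut at about 23% in these data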;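 further: signal is peak over basal fluorescence ratio across the kinetic read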
# TAAR1 antagonist = human TAAR1 antagonists, primary screen, Fluo-8 calcium fluorescence, CHO RD-HGA16 cells. AID 624466, 2012. antagonist. actives 1.5% (n = 360,000). inhibition, % at 3 µM. Trace amine-associated receptor 1 (Homo sapiens), Q96RJ0;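 active means inhibition above a per-plate cutoff, the mean inhibition of test compounds on that plate plus 3 SD, cut at about 49% in these data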;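 further: 0% = DMSO plus EC80 beta-PEA response and 100% = DMSO alone without agonist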
#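 System: RD-HGA16 CHO cells with stable hTAAR1 and Gα16 | Probe or stimulus: EC80 β-phenethylamine stimulus | Dosing: 3 µM, single point | Times: Dye loading 75 min at 37 °C, then 30 min room temperature | Measured by: Fluo-8 calcium-sensitive fluorescence | Read-out basis: % inhibition of agonist calcium response | Replicates: n of 1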
# M1 PAM parental = nonselective calcium activators in parental CHO-K1 cells, primary screen, counter-screen for M1 PAM project, cell-based, Fluo-8 calcium fluorescence, full deck, 1536-well | ATP EC20; 0% at ATP EC20, 100% at ATP max | activation, % at 3 µM | AID 602247, 2012 | actives 0.02% (n = 360,000);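 active means activation above the run cutoff, the mean activation of all test compounds plus 3 SD, cut at about 40% in these data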;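 further: peak over basal fluorescence ratio in a 140 s read after ATP addition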
# CRFR2-BP ag = agonists of CRF-BP/CRF-R2 complex, primary screen, cell-based, HEK293, calcium dye fluorescence, uHTS. actives 0.46% (n = 350,000). CRF-binding protein / CRF receptor 2 complex (human). activation, % at 13.2 µM. AID 588473, 2011. calcium dye fluorescence (FLIPR); percent of saturating CRF peptide response;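 active means activation of at least 50%, plus an integration ratio under a set limit after plate pattern correction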;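 further: plate controls were neutral control wells without compound for no effect and CRF at EC100 for full effect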
# CRFR2-BP antag = antagonists of CRF-BP/CRF-R2 complex, primary screen, cell-based, HEK293, calcium dye fluorescence, uHTS; CRF-induced calcium fluorescence; inhibition, % at 11.8 µM; actives 0.59% (n = 350,000); AID 588475, 2011;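 active means inhibition of the ligand-induced calcium signal above about 50% at the single tested concentration, limit read from the data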
# M5 PAM = human M5 muscarinic receptor positive allosteric modulators, primary screen, CHO-K1 cells, Fluo-8 calcium fluorescence; Muscarinic acetylcholine receptor M5 (Homo sapiens), P08912; CHO-K1 hM5, ACh EC20 PAM; 0% = ACh EC20, 100% = ACh EC100; activation, % at 3 µM; actives 0.3% (n = 360,000);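 active means activation above the run cutoff, the mean activation of all test compounds plus 3 SD, cut at about 18% in these data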
#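 Assay system: CHO-K1 hM5 cells / Incubation: Fluo-8 loading 80 min at 37 °C plus 30 min room temperature / Technique: Fluo-8 calcium dye fluorescence, kinetic read / Repeats: single replicate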
# * = called active by the depositor; nt = not tested or not shown.
SMILES,M4 PAM,CHRM5 antagonist,TAAR1 agonist,CHRM5 agonist,TAAR1 antagonist,M1 PAM parental,CRFR2-BP ag,CRFR2-BP antag,M5 PAM
O=C(Nc1ccccc1F)C1CCCN(S(=O)(=O)c2ccccc2)C1 (stereo not drawn),-3,5,16,-1,-16,18,-2.2,-8,-2
COc1cccc(-c2nc3sc4c(c3c(=O)[nH]2)CCCCC4)c1,4,-3,-1,0,6,21,0.0,-14,2
O=NN(CC(=O)NN=CC=Cc1ccccc1)CC(=O)NN=CC=Cc1ccccc1,0,0,3,-3,24,6,nt,nt,-9
O=C(CN1CCCCC1)N/N=C/c1ccccc1Br,-4,5,1,-4,0,-21,-0.2,-4,4
COc1ccc(NC(=O)CCSc2ccc(C)cc2)cc1S(=O)(=O)Nc1ccccc1Cl,-4,11,8,3,17,16,1.8,14,-8
CS(=O)(=O)N(CCc1ccccc1)CC(=O)N1CCN(c2ccc(F)cc2)CC1,-5,6,10,5,22,-5,0.5,9,-4
CCOC(=O)C1=C(COC(=O)CNS(=O)(=O)c2c(F)cc(F)cc2Br)NC(=O)NC1C (stereo not drawn),6,5,-2,0,12,12,0.8,4,-1
Cc1noc(C)c1C(=O)OC(C)C(=O)Nc1ccc(C(N)=O)cc1 (stereo not drawn),-2,12,11,2,-3,-3,0.9,9,-1
O=C(CC1C[C@H](C(=O)N2CCOCC2)[C@@]2(CCC3CCCC3)c3[nH]c4ccccc4c3CCN2C1=O)NCc1cccc(C(F)(F)F)c1 (stereo partly drawn),5,2,0,-2,-4,12,-1.8,5,3
O=C(Cc1ccccc1F)Nc1cc(S(=O)(=O)N2CCOCC2)ccc1N1CCOCC1,6,0,11,2,-6,-9,-0.1,2,0
COc1ccc(CNc2nc3c(c(=O)n(Cc4ccc(F)cc4)c(=O)n3C)n2C)cc1,-1,-4,2,-1,-2,2,18,-18,-3
CC1=NN(C(=O)c2c(Br)cnn2C)C(O)(C(F)(F)F)C1 (stereo not drawn),3,-4,8,-4,-13,12,2.8,-25,2
CC1(C2CCC3C4CCC5CC6(CCC5(C)C4C(=O)CC32C)OCCO6)OCCO1 (stereo not drawn),9,8,-1,3,-11,5,0.2,-27,-1
CC(c1ccccc1)N1CC(C(=O)Nc2nccs2)CC1=O (stereo not drawn),-9,7,2,0,-1,9,-1.4,-5,0
CC(C)(C)C(=O)Nc1ccc(N2CCN(c3ccc(C(F)(F)F)cn3)CC2)nc1,-13,17,4,1,1,-20,1.2,3,-10
O=[N+]([O-])c1cccc(S(=O)(=O)N/N=C/c2ccc(O)cc2)c1,3,5,0,3,2,11,0.7,-2,8
Cc1c(NC(=O)NCc2ccccc2)c(=O)n(-c2ccccc2)n1C,6,-3,7,-4,13,10,1.5,9,-2
COc1ccc(-n2c(C)cc3cc(OC(C)=O)ccc32)cc1,0,-9,0,-5,20,-6,-1.6,24,-6
CC1CCCCN1CCCNc1ccc(C(CC(N)=O)NC(=O)Cc2cccc3ccccc23)cc1[N+](=O)[O-] (stereo not drawn),0,7,4,-2,-14,9,-0.5,8,1
CCOc1ccc(CCNC(=O)Cc2ccc(NC3=NC4CS(=O)(=O)CC4S3)cc2)cc1OCC (stereo not drawn),3,1,3,-2,-22,5,-0.9,25,-3
Cc1ccc(NC(=O)c2snc3ccc(Cl)cc23)cc1C,9,31*,1,-7,10,17,-0.4,1,-12
CC(C)(C)C(=O)Nc1ccccc1C(=O)NCc1cccnc1,-4,8,6,1,-12,-5,-1.4,3,5
Cc1csc(NC(=O)CSc2ccc(-c3ccccc3)nn2)n1,-2,12,nt,-2,nt,-9,-1.0,-5,-2
O=C(Nc1ccccc1)NN(C(=O)CCl)c1ccccc1,1,-4,2,0,2,15,1.4,6,0
Cc1cc(C(=O)N2CCc3ccccc3C2)c(C)o1,2,-9,2,-1,2,3,-1.6,9,6
Cn1c(Oc2ccc(F)cc2F)c(C=O)c2ccccc21,7,2,-1,-9,20,15,-0.8,8,1
COc1ccc(C(C(=O)NC(C)(C)C)N(C(=O)CNC(=O)c2cccs2)c2ccc(C)cc2)cc1OC (stereo not drawn),8,-6,10,-1,7,26,0.9,-13,1
Cc1nc(SCC(=O)NC(=O)NC(C)(C)C)nc(C)c1C,-7,9,1,-1,-12,17,0.1,-6,-2
Cc1ccc(OCc2nnc(SCC(=O)O)n2-c2ccccc2)cc1,-6,11,0,1,-35,10,1.2,0,-2
Cn1cccc1CC(=O)NNC(=O)Nc1ccc(F)cc1,-5,4,6,-3,3,-8,1.2,-1,0
O=C(COC(=O)c1ccccc1SCC(=O)N1CCCC1)Nc1ccc(OC(F)F)cc1,-1,-2,2,-2,14,17,-1.0,11,1
CCNS(=O)(=O)c1cc(S(C)(=O)=O)ccc1Cl,-2,-6,6,3,14,10,0.2,5,3
COc1ccc(NC(=O)Nc2nnc(N3CCC(C)CC3)s2)cc1OC,6,5,1,0,-3,6,3.0,24,-1
CCn1c(SCc2nc3ccccc3[nH]2)nnc1-c1cccs1,0,-2,3,2,14,15,-1.1,0,1
Cc1ccc(C)c(OCC(=O)NCCN(C)C)c1,-1,11,16,-4,-6,9,-1.2,5,-3
CC(=O)N1CCCC(C)(C(=O)Nc2ccc3oc(C)nc3c2)C1 (stereo not drawn),-3,1,-1,-1,2,-14,nt,nt,-1
COc1cc(OC)cc(C(=O)Nc2nc(CC(=O)NCCc3ccccc3)cs2)c1,-9,15,5,-3,33,1,0.3,0,-20
CCN1CCN(CCNC(=O)c2ccc(CS(=O)(=O)c3c(Cl)cccc3Cl)o2)CC1,5,-1,2,-5,-1,14,-2.0,11,0
COc1cccc(NS(=O)(=O)c2ccc3[nH]cc(C(=O)NCCC(C)C)c(=O)c3c2)c1,-1,10,14,0,-25,10,7.8,-5,-6
O=C(Nc1nccs1)c1ccc(CSc2nnnn2-c2ccccc2)cc1,-20,14,1,-4,32,-15,-1.3,31,-21
COc1ccc(C(=O)/C(=C\c2ccco2)N2C=CC=CC2=C(C#N)C#N)cc1,-9,3,nt,-7,nt,8,9.7,-14,-9
O=C(CSc1cccc2cccnc12)N/N=C/c1ccc(F)cc1,9,11,15,-2,11,18,-0.1,-5,2
CN1CCCC(OC(=O)c2cccc(S(=O)(=O)N3CCCCCC3)c2)C1 (stereo not drawn),-8,8,2,-17,-22,0,3.9,-11,-19
O=C1[C@H]2[C@@H](c3ccccc3)N[C@]3(CCCN(Cc4ccc(F)cc4)C3=O)[C@H]2C(=O)N1Cc1ccccc1,-4,2,6,2,14,16,1.2,-7,-2
COc1cc(/C=N/NC(=O)c2ccc(CSc3nc4ccccc4[nH]3)cc2)ccc1O,-8,18,4,-7,14,13,-2.1,-5,-7

# Ordered by heavy-atom count (rising): part of the list above.
SMILES,M4 PAM,CHRM5 antagonist,TAAR1 agonist,CHRM5 agonist,TAAR1 antagonist,M1 PAM parental,CRFR2-BP ag,CRFR2-BP antag,M5 PAM
CCNS(=O)(=O)c1cc(S(C)(=O)=O)ccc1Cl,-2,-6,6,3,14,10,0.2,5,3
Cc1ccc(C)c(OCC(=O)NCCN(C)C)c1,-1,11,16,-4,-6,9,-1.2,5,-3
CC(=O)N1CCCC(C)(C(=O)Nc2ccc3oc(C)nc3c2)C1 (stereo not drawn),-3,1,-1,-1,2,-14,nt,nt,-1
O=C(CSc1cccc2cccnc12)N/N=C/c1ccc(F)cc1,9,11,15,-2,11,18,-0.1,-5,2
CN1CCCC(OC(=O)c2cccc(S(=O)(=O)N3CCCCCC3)c2)C1 (stereo not drawn),-8,8,2,-17,-22,0,3.9,-11,-19
O=C(Nc1nccs1)c1ccc(CSc2nnnn2-c2ccccc2)cc1,-20,14,1,-4,32,-15,-1.3,31,-21
COc1ccc(C(=O)/C(=C\c2ccco2)N2C=CC=CC2=C(C#N)C#N)cc1,-9,3,nt,-7,nt,8,9.7,-14,-9
CCN1CCN(CCNC(=O)c2ccc(CS(=O)(=O)c3c(Cl)cccc3Cl)o2)CC1,5,-1,2,-5,-1,14,-2.0,11,0
COc1cccc(NS(=O)(=O)c2ccc3[nH]cc(C(=O)NCCC(C)C)c(=O)c3c2)c1,-1,10,14,0,-25,10,7.8,-5,-6
O=C(COC(=O)c1ccccc1SCC(=O)N1CCCC1)Nc1ccc(OC(F)F)cc1,-1,-2,2,-2,14,17,-1.0,11,1
O=C1[C@H]2[C@@H](c3ccccc3)N[C@]3(CCCN(Cc4ccc(F)cc4)C3=O)[C@H]2C(=O)N1Cc1ccccc1,-4,2,6,2,14,16,1.2,-7,-2

# (next part)
SMILES,M4 PAM,CHRM5 antagonist,TAAR1 agonist,CHRM5 agonist,TAAR1 antagonist,M1 PAM parental,CRFR2-BP ag,CRFR2-BP antag,M5 PAM
Cc1ccc(C)c(NC(=O)COC(=O)Cn2c(C)csc2=O)c1,8,-6,0,-2,0,1,1.3,-7,1
O=C(N/N=C/c1cc(Br)cc(Br)c1O)c1cccc(N2CCCC2=O)c1,3,2,11,0,31,1,7.0,-3,10
COc1cc2c(cc1OC)CN(CC(=O)Nc1ccccc1C(=O)NCc1ccccc1)CC2,-8,8,6,1,32,-1,-0.6,-13,-6
O=C1CC(C(=O)O)S/C(=N\NC(=O)c2ccccc2)N1 (stereo not drawn),-2,-2,18,2,-6,13,3.1,-1,4
CC(=O)c1cccc(CN2CCN(Cc3ccc(F)cc3)C(CCO)C2)c1 (stereo not drawn),9,-4,10,-6,11,9,-0.9,0,4
CN(C)CCCn1c2c(c(SCC(=O)Nc3ccc4c(c3)OCO4)nc1=O)CCC2,13,-1,0,-2,-10,9,-0.2,3,6
CCOCCCNC(=S)Nc1ccc2nc(N3CCCC3)cc(C)c2c1,1,-3,5,-2,-3,18,-1.3,23,0
